Source: PubChem (National Center for Advancing Translational Sciences (NCATS))
Epigenetic reg: Quantitative High-Throughput Screen for Regulators of Epigenetic Control | murine LDR cells, GFP reporter derepression, 30 h | Potency, µM (doses to about 53.9 µM), for the others: top-dose GFP activation, hits mostly activators | 280,000 tested, 0.2% active | AID 1865, 2009; also: potency is read from the fitted curve at half-maximal effect; % of control where 0% means no effect; nearly all actives have a fitted effect of over 60% in size
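In this reporter-derepression format, murine cells bearing a silenced integrated CMV-GFP locus incubate with test compound (30 h, 37 C), then are washed and imaged; fluorescent objects of 20–120 um count as induced cells.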
KinaseGlo FLuc: Counterscreen for Luciferase (Kinase-Glo TM) Inhibition; Luciferin 4-monooxygenase (Photuris pensylvanica), Q27757; Kinase-Glo luciferase, ATP luminescence, 8 min; Potency, µM (top dose mostly 38.3 µM), without a hit: at the highest dose activity change, negative = inhibition, most hits filed as inhibitors; 200,000 tested, 0.28% active; also: potency is read from the fitted curve at half-maximal effect; % is scaled to controls: 0 for no effect and ±100 for the full control effect; nearly all actives have a fitted effect of over 60% in size
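Compound is pinned into ATP-containing buffer (10 uM ATP, imidazole pH 7.2, 7 mM MgCl2). Kinase-Glo luciferase reagent is then added. Light output is recorded following an 8-min room-temperature incubation.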
NPSR antagonist: qHTS Assay for Antagonists of the Neuropeptide S Receptor: cAMP Signal Transduction | Q6W5P4 | CHO-NPSR cells, cAMP TR-FRET, antagonist mode | Potency, µM (titrated, usually from 38.3 µM), for inactives: at the top dose activity change, negative = inhibition, most hits filed as inhibitors | 220,000 tested, 1% active; also: potency is read from the fitted curve at half-maximal effect; % is scaled to controls: 0 for no effect and ±100 for the full control effect; nearly all actives have a fitted effect of over 50% in size; many of its hits are not listed in these tables
Target sequence (Q6W5P4 whole entry, looked up): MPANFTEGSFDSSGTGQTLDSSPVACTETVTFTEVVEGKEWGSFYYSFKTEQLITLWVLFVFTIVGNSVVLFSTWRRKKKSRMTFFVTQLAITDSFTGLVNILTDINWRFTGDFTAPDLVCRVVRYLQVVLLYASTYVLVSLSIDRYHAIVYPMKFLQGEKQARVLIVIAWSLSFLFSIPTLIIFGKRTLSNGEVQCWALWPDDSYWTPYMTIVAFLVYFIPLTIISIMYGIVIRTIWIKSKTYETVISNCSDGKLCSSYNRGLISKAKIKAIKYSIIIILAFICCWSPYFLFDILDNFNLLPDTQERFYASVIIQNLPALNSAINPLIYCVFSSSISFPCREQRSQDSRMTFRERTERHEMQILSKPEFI
IMPase Li inh: qHTS Assay for Identifying the Cell-Membrane Permeable IMPase Inhibitors: Potentiation with Lithium | CHO-M1 cells, IP1 TR-FRET (IP-One), carbachol + lithium | Potency, µM (series often up to 59.4 µM), without a hit: at the highest dose activity, negative = IMPase inhibition, usual class: inhibitors | 210,000 tested, 0.35% active;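 also: IP1 builds up when IMPase is blocked and the TR-FRET signal falls; potency is read from the fitted curve at half-maximal effect; plate controls were basal vehicle for no effect and high inhibitor control for full effect; nearly all actives have a fitted effect of over 50% in size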
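Concentration–response in CHO-M1 cells, lithium-potentiated; 30 min at 37C. IP1 detected by competitive TR-FRET after 10 min lysis at RT. Hill-fitted AC50.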
CBFb RUNX1 block: qHTS Assay for Compounds Blocking the Interaction Between CBF-beta and RUNX1 for the Treatment of Acute Myeloid Leukemia | AID 1477, 2009 | AlphaScreen CBFb-His/RUNX1-biotin binding, biochemical | 230,000 tested, under 10 active | Potency, µM (series often up to 59.8 µM), without a hit: at the highest dose activity, negative = inhibition, usual class: inhibitors | Runt-related transcription factor 1 (Homo sapiens) + Core-binding factor subunit beta …; also: % of control where 0% means no effect
Target sequence (Q01196 whole entry, looked up): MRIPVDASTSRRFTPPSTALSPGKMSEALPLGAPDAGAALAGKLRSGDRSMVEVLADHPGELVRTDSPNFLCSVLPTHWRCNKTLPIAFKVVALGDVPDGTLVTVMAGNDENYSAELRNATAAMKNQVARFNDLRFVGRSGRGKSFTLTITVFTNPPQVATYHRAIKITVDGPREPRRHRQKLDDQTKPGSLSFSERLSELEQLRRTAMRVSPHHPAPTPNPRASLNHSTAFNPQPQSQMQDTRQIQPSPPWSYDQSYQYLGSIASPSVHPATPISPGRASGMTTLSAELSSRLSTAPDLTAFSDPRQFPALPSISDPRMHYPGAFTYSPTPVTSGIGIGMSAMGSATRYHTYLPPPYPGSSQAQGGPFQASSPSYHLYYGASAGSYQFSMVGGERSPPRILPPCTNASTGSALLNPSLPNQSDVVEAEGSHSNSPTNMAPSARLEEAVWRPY
Target sequence (Q13951 whole entry, looked up): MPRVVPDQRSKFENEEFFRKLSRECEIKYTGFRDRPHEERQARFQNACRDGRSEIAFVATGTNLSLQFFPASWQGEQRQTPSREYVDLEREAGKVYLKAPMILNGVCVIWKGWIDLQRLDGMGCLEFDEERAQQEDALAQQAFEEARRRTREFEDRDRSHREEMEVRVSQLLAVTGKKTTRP
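CBFb-His/RUNX1-biotin, 30 nM each, preincubated 20 min RT; compound 15 min RT; Ni + streptavidin beads 50 ng each, 90 min RT; AlphaScreen read.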
HttQ103 aggreg: qHTS Multiplex Assay to Identify Dual Action Probes in a Cell Model of Huntington: Aggregate Formation (GFP); 220,000 tested, 1.1% active; AID 1688, 2009; PC12 HttQ103-GFP aggregates, Acumen cytometry, 40 h; Potency, µM (highest dose often 46.1 µM), without a hit: top-dose activity change, negative = inhibition, most hits filed as inhibitors; also: potency is read from the fitted curve at half-maximal effect; % is scaled to controls: 0 for no effect and ±100 for the full control effect; nearly all actives have a fitted effect of over 60% in size
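Multiplexed with ATP-based cell death, this channel scores GFP aggregates in PC12 cells expressing inducible HTTex1-Q103-GFP. Induction used 100 nM tebufenozide; compounds were tested in concentration series.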
LMNA splice mod: qHTS Assay for Modulators of Lamin A Splicing. HeLa LMNA splicing GFP/RFP minigene ratio, 48 h. Potency, µM (top dose mostly 46.1 µM), for the others: at the top dose ratio change, negative = inhibition, actives largely listed as inhibitors. 200,000 tested, 0.01% active. AID 1487, 2009; active = well fitted inhibition curve with a large enough effect in the signal ratio, with a control signal flat, not every such curve was filed as active; inconclusive = small, poorly fitted or top-dose-only effect, or effect the other way, or a change in a side signal; the % refers to the signal ratio; also: potency is read from the fitted curve at half-maximal effect; % is scaled to controls: 0 for no effect and ±100 for the full control effect
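Read-out is the ratio of GFP to DsRed2 object intensity, acquired by 488 nm laser-scanning cytometry on HeLa lamin A-EGFP minigene reporter cells. Compound incubation 48 hrs at 37 °C in Opti-MEM with 2% FBS; DMSO 0.5% final.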
An asterisk follows results filed as active; ? = inconclusive; . = not tested or not shown; & = joins results of further samples; [ ] = remark or other dose. Unless noted, calls follow the shape of the dose curve; as a rule, active = well fitted curve in the direction sought with a large enough effect; inconclusive = small, poorly fitted or top-dose-only effect, or another doubt; inactive = no such curve, though single readings can be large; an effect the other way counts as inactive or inconclusive. This is a subset; the hit share may differ from the screen's.

| mol | Epigenetic reg | KinaseGlo FLuc | NPSR antagonist | IMPase Li inh | CBFb RUNX1 block | HttQ103 aggreg | LMNA splice mod |
| --- | --- | --- | --- | --- | --- | --- | --- |
| O=C(CN1C(=O)C2C3CC(C(Br)C3Br)C2C1=O)OCC(=O)c1cccc([N+](=O)[O-])c1 (configuration not stated) | -0.4% | 1.7% | 14.4% | -5.7% | 5.0% | -2.0% | -18.8%[46 µM] |
| CS(=O)(=O)Nc1ccccc1C(=O)O | 0.0% | 3.6% | -8.0%[46.1 µM] | 15.6%[38.3 µM] | 2.6% | -10.8% | 12.5% |
| Cc1ccc2nc(NC(=O)C3CCCN3C(=O)OC(C)(C)C)sc2c1 (configuration not stated) | -0.1% | -3.6% | -19.0% | 27.7% | 20.5% | -6.3% | . |
| COc1ccc2c(-c3ccccc3)cc(SCC(=O)NC3CCS(=O)(=O)C3)nc2c1 (configuration not stated) | 0.0% | 1.4% | 8.7%[46.1 µM] | -14.1% | -1.1% | 20.8% | -11.2% |
| Fc1ccc(Cn2nnnc2CN2CCN(C3CCCCC3)CC2)cc1 | 4.9% | -1.1% | -2.8%[46.1 µM] | -8.8%[38.3 µM] | -0.6% | -10.7% | -2.9% |
| CC(C)CC(=O)Nc1nnc(SCC(=O)Nc2ccc3c(c2)OCO3)s1 | -1.0% | -1.2% | 1.9% | 4.2% | 0.2% | 8.0% | -13.8% |
| O=C(CSc1nc2[nH]ncc2c(=O)[nH]1)Nc1nccs1 | 4.1% | -1.0% | 20.5% | 5.8% | 7.4% | -9.5% | 10.6%[46 µM] |
| COc1cc2c3c(c1)C1(C(=O)N3C(C)(C)C=C2C)C(C#N)=C(N)Oc2cc(O)ccc21 (configuration not stated) | 0.0% | -3.5% | ? | -7.1%[38.3 µM] | -14.7% | -8.3% | ? |
| Cc1cc(=O)oc(C)c1C(=O)N1CCCc2ccccc21 | -1.7% | 0.1% | -3.2%[46.1 µM] | -5.1%[38.3 µM] | -5.2% | -7.2% | -0.2%[0.0737 µM] |
| O=C(NCCOc1ccccc1Cl)C(=O)NCCOc1ccccc1Cl | 2.6% | 2.1% | -16.2% | 13.4% | 5.7% | 28.7% | ? |
| CC1=CC(=C(C#N)C#N)C=C(C)N1Cc1ccc(Cl)cc1 | 1.1% | . | -37.7% | -9.9% | 4.5% | 24.8% | . |
| COc1ccccc1Cn1c(/C=C/c2ccccc2)nc2ccccc21 | 4.5% | -22.3% | ? | -13.0% | ? | -2.2% | ? |
| O=C1OC(Nc2ccc(Br)cn2)c2ccccc21 (configuration not stated) | -1.8% | -7.5% | 3.6%[46.1 µM] | -11.8%[38.3 µM] | -2.1% | 2.4% | 4.2% |
| Brc1ccc(-c2csc(NNC3=NCCCCC3)n2)cc1 | -1.0% | . | -3.9%[46.1 µM] | . | -17.1% | -31.0% | -3.7% |
| CCOC(=O)C1CN(S(=O)(=O)c2ccccc2)CCN1S(=O)(=O)c1ccccc1 (configuration not stated) | 0.7% | -3.3% | -18.5%[46.1 µM] | 17.9%[38.3 µM] | -2.6% | -20.0% | 8.8% |
| O=C(NC(=S)NCC1CCCO1)c1ccccc1 (configuration not stated) | 0.0% | -0.4% | 5.9% | -2.5% | -3.2% | -7.2% | ? |
| COc1ccccc1C1CC(=O)Oc2c(C(C)C)ccc(C)c21 (configuration not stated) | -0.9% | 4.7%[39.9 µM] | . | 15.2% | 21.1%[89.1 µM] | . | . |
| COc1ccc(S(=O)(=O)N[C@@H](C)C(=O)OCC(=O)Nc2cc3oc4ccccc4c3cc2OC)cc1 | -1.8% | -0.3% | -26.7% | -2.0% | -0.6% | -3.2% | 1.4% |
| CCCN1CCC(N2CCN(c3cccc(C(F)(F)F)c3)CC2)CC1 | -0.1% | -2.4% | -14.1%[46.1 µM] | 54.9%[activator][38.3 µM] | 0.3% | 10.9% | 2.6% |
| CC1=NOC2(C1)/C(=N/O)CCC/C2=N\O (configuration not stated) | 0.0% | -1.2% | 0.4%[46.1 µM] | -8.9%[38.3 µM] | 3.7% | -1.3% | 6.8% |
| CCCCNc1cc(=O)n(C)c(=O)[nH]1 | -0.5% | 2.2% | -17.6%[46.1 µM] | 2.4%[38.3 µM] | -0.7% | 17.8% | -13.1% |
| O=C(NN=C(Cc1ccccc1)Cc1ccccc1)c1ccc(F)cc1 | -0.9% | -1.8% | -16.7% | 9.5% | 7.9% | -9.7% | 14.3% |
| CNC(=O)c1cc2c(=O)n3cc(C)ccc3nc2n(Cc2ccco2)c1=N | -0.9% | -0.6% | 0.5%[46.1 µM] | 10.7%[38.3 µM] | -1.3% | -11.3% | ? |
| Cc1cc(C)c2nc(N3CCCN(C(=O)c4ccco4)CC3)c(C#N)cc2c1 | -2.6% | -2.2% | -29.5%[46.1 µM] | -8.8%[38.3 µM] | ? | 7.0% | 12.0% |
| O=C(Nc1ccccc1N1CCCCC1)c1ncoc1-c1ccc(F)cc1 | -6.3% | 2.7% | -20.6%[46.1 µM] | 9.6%[38.3 µM] | 10.1% | -28.4% | -14.4% |
| CN(C)C(CNC(=O)c1cc(S(=O)(=O)N(C)c2ccccc2)ccc1Cl)c1ccccc1 (configuration not stated) | -1.9% | . | -1.2% | . | 0.1% | 7.5%[9.22 µM] | . |
| CC(=O)Nc1nc(CC(C)C)cc(-c2ccccc2)c1C#N | 2.1% | . | 27.0% | . | -2.9% | -4.7%[9.22 µM] | . |
| N#CC1=C(N)C(C#N)(C#N)C(c2ccc[nH]2)C2CCCC=C12 (configuration not stated) | 0.0% | -0.9% | -16.5%[46.1 µM] | 3.4%[38.3 µM] | -4.8% | 17.9%[9.22 µM] | 2.4% |
| Cc1ccc(S(=O)(=O)N2CCOCC2)cc1C(=O)N1CCOCC1 | 1.8% | 1.5% | -5.8%[46.1 µM] | 1.5%[38.3 µM] | 0.0% | 13.0%[9.22 µM] | 22.6% |
| CCCC(=O)Nc1c(-c2ccc(OC)cc2)c(=O)c2ccccc2n1C | 0.8% | -3.1% | -16.9%[46.1 µM] | 10.0%[38.3 µM] | -10.9% | 23.9% | -2.1% |
| CC(C)Cn1c(=O)n(C)c(=O)c2[nH]cnc21 | 1.2%&0.0%&-1.2%&-0.3%&0.0% | -3.0%&1.8%&-2.5% | -1.6%[46.1 µM] | -12.0%&-8.4%&1.5%&1.9% | 6.4%&6.9%&9.3%&11.3%&7.0% | -2.0%[9.22 µM] | ? |
| COc1ccc(C(F)(F)F)cc1N/C=C/c1nnnn1-c1ccc(C)cc1 | 0.0% | . | 3.1%[7.67 µM] | . | 8.9% | -15.1%[9.22 µM] | . |
| CCN(CC)CCCNC(=O)Cn1ncn2cccc2c1=O | -1.0% | -6.3% | 2.6%[46.1 µM] | 18.2%[38.3 µM] | 2.5% | 11.6% | 13.4% |
| Cc1cccc(-n2ncc3c(Nc4ccc(F)cc4)ncnc32)c1 | 1.3% | 1.4% | ? | 37.9%[38.3 µM] | 11.0% | ? | -8.2% |
| CN(C)/C=N/n1cnc2ccccc2c1=O | 7.4% | . | 31.8% | . | -2.5% | 22.6%[9.22 µM] | . |
| O=C(/C=C/c1ccco1)Oc1cc(Br)cc(/C=N/NC(=O)c2ccccc2O)c1 | -1.1% | 4.7% | -24.2% | 17.4% | ? | 2.24µM* | ? |
| CC(CN1CCCC(C(N)=O)C1)c1ccccc1 (configuration not stated) | 0.9% | 1.0% | -0.2%[46.1 µM] | 19.0%[38.3 µM] | 1.7% | -8.3% | -15.8% |
| CN(C)CCNC(=O)c1ccc(COc2ccc(Cl)cc2Cl)cc1 | -1.2% | -6.9% | 14.7%[46.1 µM] | 6.2%[38.3 µM] | 7.3% | -5.1% | -6.6% |
| Cc1cccc(C)c1NC(=S)NCCc1ccc(O)c(O)c1 | -1.4% | 0.7% | -3.1% | 2.3% | -1.4% | 13.0% | . |
| COc1ccccc1C(=O)C1CCCN(Cc2cn[nH]c2C2CCCCC2)C1 (configuration not stated) | 2.3% | . | -3.1% | 4.6% | 14.9% | 4.1%[9.22 µM] | . |
| C/C=C/c1ccc(OCC(O)CN2CCCCC2CC)c(OC)c1 (configuration not stated) | 1.2% | -0.2% | 9.0% | 35.3%[activator] | 6.9% | 7.6% | -4.4%[46 µM] |
| Cc1ccnn1Cc1cc(C(=O)O)c2ccccc2n1 | 1.1% | -2.4% | 14.7% | 3.8% | 4.3% | 3.3% | 6.7%[9.22 µM] |
| CCn1c(-c2ccc3[nH]c(C)c(C)c3c2)n[nH]c1=S | -3.5% | . | -2.9%[46.1 µM] | . | -0.6% | -9.4% | -6.5% |
| C=CCNC(=S)N/N=C/c1ccc(C)cc1C | ? | 1.3% | -50.8% | 18.2% | 2.7% | -17.7% | ? |
| CCc1nnc(NC(=O)CCC(=O)N2CCCC2)s1 | -1.7% | 1.6% | -0.3%[46.1 µM] | 7.2%[38.3 µM] | 2.2% | 5.7% | 1.7% |
| CC1CCN(S(=O)C23CC4CC(CC(C4)C2)C3)CC1 (configuration not stated) | 1.0% | 0.5% | -22.7% | -2.6% | -4.6% | 5.4%[9.22 µM] | 5.5%[46 µM] |
| Cc1cccc2sc(NC(=O)CN3C(=O)C4CC=CCC4C3=O)nc12 (configuration not stated) | 4.0% | 9.9% | -2.5% | -5.3% | -0.8% | 6.2% | 5.1%[46 µM] |
| Nc1ccccc1CNc1nc(NCCO)nc2c1ncn2CCN1CCOCC1 | 3.1% | . | -22.5% | . | 1.2% | 1.6%[9.22 µM] | . |
| Cc1cccc(NC(=O)c2ccc(NCC3CCCO3)c([N+](=O)[O-])c2)n1 (configuration not stated) | 1.1% | -6.4% | -13.7% | 11.5% | -15.1% | 9.6% | -11.1%[46 µM] |
| C/C(=N\NC(=O)Cc1cccn1C)c1cccc2ccccc12 | -0.3% | 12.9% | -18.5%[46.1 µM] | -0.5%[38.3 µM] | -17.2% | 0.7% | -0.4% |

Compound profiles, as listed above. Order of values: Epigenetic reg | KinaseGlo FLuc | NPSR antagonist | IMPase Li inh | CBFb RUNX1 block | HttQ103 aggreg | LMNA splice mod
Entry for Cc1ccnn1Cc1cc(C(=O)O)c2ccccc2n1 → 1.1% | -2.4% | 14.7% | 3.8% | 4.3% | 3.3% | 6.7%[9.22 µM]
Entry for C=CCNC(=S)N/N=C/c1ccc(C)cc1C → ? | 1.3% | -50.8% | 18.2% | 2.7% | -17.7% | ?
